Assay outcomes: PubChem BioAssay, National Center for Advancing Translational Sciences (NCATS)
TRb SRC2 PPI = TRbeta-SRC2 interaction inhibition. TRbeta-SRC2 peptide binding, fluorescence polarization; receptor liganded with 1 µM T3. Potency, µM (titrated, usually from 106 µM), inactives show at the highest dose activity change, negative = inhibition, actives largely listed as inhibitors. 280,000 compounds, 0.065% hits. AID 1469;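 also: plate controls were bound peptide for no effect and peptide without receptor for full effect; nearly all actives have a fitted effect of over 50% in size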
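Binding of a 20-amino-acid Texas Red SRC2 peptide (20 nM) to TRb ligand-binding domain (0.6 uM) with agonist T3 at 1 uM was followed by fluorescence polarization after a 5 hr room-temperature incubation.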
GoLoco inh red = blocks human Gai1 binding to RGS12 GoLoco peptide, red readout; P63096; Gai1:RGS12 GoLoco peptide FP, rhodamine, 10 min; Potency, µM (top dose mostly 61.6 µM), for the others: at the highest dose activity, negative = inhibition, usual class: inhibitors; 230,000 compounds, 0.44% hits; AID 880; active = well fitted inhibition curve with a large enough effect, not every such curve was filed as active; inactive = no such curve, though single readings can be large or run the other way; also: % is scaled to controls: 0 for no effect and ±100 for the full control effect; nearly all actives have a fitted effect of over 30% in size; many of its hits are not listed in these tables
Target sequence (P63096 whole entry, looked up): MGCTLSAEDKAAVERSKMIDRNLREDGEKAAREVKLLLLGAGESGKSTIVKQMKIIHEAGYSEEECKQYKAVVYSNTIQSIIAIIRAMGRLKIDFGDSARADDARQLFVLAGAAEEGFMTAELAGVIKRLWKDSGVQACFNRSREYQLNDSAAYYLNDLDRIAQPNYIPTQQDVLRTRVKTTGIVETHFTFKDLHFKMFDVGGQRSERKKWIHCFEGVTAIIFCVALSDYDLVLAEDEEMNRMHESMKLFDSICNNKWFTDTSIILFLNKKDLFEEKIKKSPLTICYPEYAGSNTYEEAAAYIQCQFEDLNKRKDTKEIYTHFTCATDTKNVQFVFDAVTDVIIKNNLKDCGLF
SMN2 splice enh = increases expression of the SMN2 splice variant; 210,000 compounds, 2.8% hits; Potency, µM (doses to about 46.1 µM), for the others: at the highest dose activity change, positive = activation, actives largely listed as activators; HEK293 SMN2-luciferase splicing reporter, luminescence, 30-36 h; also: % of control where 0% means no effect; nearly all actives have a fitted effect of over 55% in size
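HEK293 cells carry an SMN2 […]–luciferase reporter in which exon 7 inclusion puts luciferase in frame. Cells were plated 10-12 h before compound addition, then incubated 30-36 h at 37C. ONE-Glo luminescence was read; sodium butyrate at 4.5 mM final served as control.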
LMNA splice mod = changes lamin A minigene splicing in HeLa cells; HeLa LMNA splicing GFP/RFP minigene ratio, 48 h; Potency, µM (series often up to 46.1 µM), for inactives: top-dose ratio change, negative = inhibition, actives largely listed as inhibitors; 200,000 compounds, 0.01% hits; AID 1487; active = well fitted inhibition curve with a large enough effect in the signal ratio, with a control signal flat, not every such curve was filed as active; inconclusive = small, poorly fitted or top-dose-only effect, or effect the other way, or a change in a side signal; the % refers to the signal ratio; also: % is scaled to controls: 0 for no effect and ±100 for the full control effect
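Read-out is the ratio of GFP to DsRed2 object intensity, acquired by 488 nm laser-scanning cytometry on HeLa lamin A-EGFP minigene reporter cells. Compound incubation 48 hrs at 37 °C in Opti-MEM with 2% FBS; DMSO 0.5% final.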
KDM4E inh = JMJD2E (human) inhibition; B2RXH2; JMJD2E catalytic domain, FDH-coupled NADH fluorescence (FDH is formaldehyde dehydrogenase); Potency, µM (doses to about 57.1 µM), for the others: at the highest dose activity change, negative = inhibition, hits mostly inhibitors; 230,000 compounds, 1.6% hits; AID 2147; active = well fitted inhibition curve with a large enough effect, not every such curve was filed as active; inconclusive = small, poorly fitted or top-dose-only effect, or another doubt; inactive = no such curve, though single readings can be large or run the other way;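 also: 0% = wells with enzyme and -100% = buffer wells without enzyme; nearly all actives have a fitted effect of over 50% in size; many of its hits are not listed in these tables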
Target sequence (B2RXH2 1-337 limits assumed): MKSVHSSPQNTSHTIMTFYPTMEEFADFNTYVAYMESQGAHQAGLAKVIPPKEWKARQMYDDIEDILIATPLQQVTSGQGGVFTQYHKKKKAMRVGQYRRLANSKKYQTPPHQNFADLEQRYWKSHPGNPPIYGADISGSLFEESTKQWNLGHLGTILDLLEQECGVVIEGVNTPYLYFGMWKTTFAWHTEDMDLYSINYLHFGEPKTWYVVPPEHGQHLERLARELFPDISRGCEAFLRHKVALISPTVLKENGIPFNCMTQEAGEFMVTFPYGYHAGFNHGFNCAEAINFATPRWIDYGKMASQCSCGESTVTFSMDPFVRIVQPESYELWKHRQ
ALDH1A1 inh = blocks purified human ALDH1A1 activity; P00352; Purified ALDH1A1, NADH fluorescence, propionaldehyde substrate; Potency, µM (doses to about 75.3 µM), for the others: at the top dose activity, negative = inhibition, actives largely listed as inhibitors; 220,000 compounds, 7.3% hits; active = well fitted inhibition curve with a large enough effect, not every such curve was filed as active; inconclusive = small, poorly fitted or top-dose-only effect, or another doubt; inactive = no such curve, though single readings can be large or run the other way;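 also: plate controls were no enzyme wells and a reference inhibitor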
TexasRed fluor = alters Texas Red total fluorescence, flagging assay interference; TRb/SRC2 Texas Red total fluorescence interference; Potency, µM (titrated, usually from 106 µM), inactives show top-dose fluorescence change, negative = quenching; 280,000 compounds, 0.29% hits; active = well fitted curve in either direction with a large enough effect; inconclusive = small, poorly fitted or top-dose-only effect; also: % is scaled to controls: 0 for no effect and ±100 for the full control effect
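Flags fluorescent or light-absorbing compounds by total fluorescence, S + 2P, at 555 nm excitation and 632 nm emission. Mixture: 20 nM Texas Red SRC2 peptide, 0.6 uM human TRb LBD, 1 uM T3, 5% DMSO; compound exposure 5 h at ambient temperature.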
RECQ1 inh = RECQ1 (human) helicase inhibition | Potency, µM (doses to about 57.3 µM), inactives show top-dose activity, negative = inhibition, usual class: inhibitors | 240,000 compounds, 0.54% hits | P46063 | AID 2549 | RECQ1 DNA unwinding, red fluorescence kinetic read;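 also: plate controls were vehicle for no effect and no enzyme for full effect; nearly all actives have a fitted effect of over 30% in size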
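RECQ1T1 50 nM; forked duplex (20 bp + 30-nt ss tails) 200 nM, ATP 2 mM final; pH 8.0, 2 mM MgCl2, 2.5 ug/ml poly(dI-dC); 15 min compound preincubation; discontinuous kinetic read over 2 h at RT.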
* hit, by the source's call; i = inactive; u = inconclusive; x = no result given; & = joins results of further samples; [ ] = remark or other dose. Unless noted, calls follow the shape of the dose curve; as a rule, active = well fitted curve in the direction sought with a large enough effect; inconclusive = small, poorly fitted or top-dose-only effect, or another doubt; inactive = no such curve, though single readings can be large; an effect the other way counts as inactive or inconclusive. Potency is read from the fitted curve at half-maximal effect. This is a subset; rates above refer to the full screens.

SMILES	TRb SRC2 PPI	GoLoco inh red	SMN2 splice enh	LMNA splice mod	KDM4E inh	ALDH1A1 inh	TexasRed fluor	RECQ1 inh
O=C(O)c1ccccc1OCc1ccccc1Cl	-2%	-8%	x	x	2%	x	-1%	-3%
O=C(/C=C/c1cccs1)Nc1nccs1	4%	8%	13µM*	x	u	u	-1%	-7%
CSc1ccc(C#N)cc1NC(=O)c1ccc(Cl)cc1Cl	0%	2%	-14%	-2%	-13%	-4%	-1%	-3%
Nc1nnc(SCC(=O)NC23CC4CC(CC(C4)C2)C3)s1	8%	-3%	6%	0%	-2%	u	0%	-10%
COc1ccc2[nH]c(=O)c(CN(C(=O)c3ccccn3)c3ccccc3)cc2c1	1%	2%	2%	-1%	-23%	u	0%	-8%
C=CCN1C(=O)/C(=C2/Sc3ccccc3N2C)SC1=Nc1c(C)n[nH]c1C	2%	133%[activator]	-5%	-9%	-9%	u	-3%	5%
CCCc1cc(C(N)=O)c(NC(=O)c2cc(C)on2)s1	-2%	32%[activator]	3%	-17%	-11%	u	-2%	-3%
CC1(CC(=O)NNC(=O)Nc2ccccc2)OCCCO1	10%	-3%	x	x	-6%	2%	-4%	-9%
CCOc1ccccc1NC(=O)c1cc(-c2ccncc2)nc2c(Cl)cccc12	1%	35%[activator]	-28%	x	6%	u	-4%	23%
CCOC(=O)Cn1c(=O)c2c(nc(N3CCOCC3)n2C)n(C)c1=O	-4%	12%	0%	0%	1%	1%	-4%	i
C=CCOc1c(CNc2ccc3[nH]c(=O)[nH]c3c2)cccc1OC	1%	15%	x	x	20µM*	-2%	-2%	i
NC(=O)CC(NC(=O)Cc1cccc2ccccc12)c1ccc(NC2CCCCCC2)c([N+](=O)[O-])c1 (configuration not stated)	-2%	5%	x	x	5%	x	-1%	23%
COc1ccccc1OCc1n[nH]c(=S)n1Cc1ccccc1	9%	-2%	-25%	x	-29%	u	-1%	-5%
CCOC(=O)c1c(C)nc2ccccn12	-3%	-4%	-4%	6%	3%	-12%	0%	-5%
COC1[C@H](OC(N)=O)C(O)[C@H](Oc2ccc3c(O)c(NC(=O)c4ccc(O)c(CC=C(C)C)c4)c(=O)oc3c2C)OC1(C)C (some centres not stated)	7%	-4%	2%	x	u	-2%	-2%	i
Oc1ccc(C=Nc2ccccc2-c2nc3ccccc3[nH]2)c(O)c1	0%	2%	14µM*	-3%	u	u	0%	-10%
OC1(c2ccc(Cl)cc2)CCN(Cc2nc(-c3cnccn3)no2)CC1	-5%	5%	x	x	2%	u	-6%	1%
Nc1c(Br)cc2oc(-c3ccccc3)nc2c1Br	8%	-3%	13µM*	-16%	8%	7%	-7%	-5%
CC1CN(S(=O)(=O)c2cccc(C(=O)OC/C(O)=C(\C#N)c3nc4ccccc4[nH]3)c2)CC(C)O1 (configuration not stated)	1%	43%[activator]	17%	-1%	u	9%	11%	-10%
Fc1ccc(-c2nnc(SCc3cccnc3)o2)cc1	5%	9%	x	4%[46 µM]	4%	-2%	-2%	-3%
CCCCOc1ccc(C(=O)CCN2CCCCC2)cc1	u	-9%	-21%	u	7%	0.045µM*	3%	13%
COc1ccc(NC(=O)COC(=O)CNC(=O)C2CCCCC2)cc1	2%	9%	21%	x	6%	9%	3%	-19%
COC(=O)c1ccncc1N	-4%	4%	5%	x	u	u	-2%	i
CCOC(=O)C1=C(O)/C(=C/N(C)C)N=C1C	3%	-7%	5%	7%	-9%	-1%	2%	i
CCOc1ccccc1NC(=O)CSc1nnc(-c2cnccn2)n1CC	6%	-7%	-1%	-6%	1%	u	-7%	-6%

Carrying on:
SMILES	TRb SRC2 PPI	GoLoco inh red	SMN2 splice enh	LMNA splice mod	KDM4E inh	ALDH1A1 inh	TexasRed fluor	RECQ1 inh
CC(=O)c1cc2c(cc1NC(=O)CN1CCN(c3cccc(C(F)(F)F)c3)CC1)OCO2	2%	-1%	-20%	0%	117%[activator]	299%[activator]	-6%	-5%
O=C(O)c1cc(C(F)(F)F)nc2c(C(F)(F)F)cccc12	2%&-11%	3%&-1%	-2%	x	-1%&-14%	9%&-1%	-3%&-1%	-4%&-25%
O=C(NCc1ccccc1)N(Cc1cc2cc3c(cc2[nH]c1=O)OCO3)CC1CCCO1 (configuration not stated)	0%	12%	4%	2%	u	u	1%	12%
COc1cc(C2C(C(=O)c3ccc(C)o3)=C(O)C(=O)N2c2cc(C)on2)ccc1O (configuration not stated)	-2%	5%	-12%	u	-8%	10%	0%	i
CCOC(=O)C(C(=O)OCC)[C@@H]1CS(=O)(=O)C[C@H]1C(C(=O)OCC)C(=O)OCC	3%	5%	15%	4%	-2%	5%	4%	i
O=C1CC(c2ccccc2)C(C(=O)O)N1 (configuration not stated)	5%	5%	6%	0%	5%	12%	-1%	-10%
CCn1c(C(c2ccccc2)c2ccccc2)n[nH]c1=S	1%	6%	4%	0%	-5%	u	0%	-3%
COc1cc(NC(=O)c2ccccc2[N+](=O)[O-])c(C(=O)O)cc1OC	-5%	60%[activator]	-8%	x	-25%	1%	-7%	i
O=S(=O)(c1ccc2c(c1)OCCO2)N1CCc2ccccc21	4%	6%	-21%	-21%[46 µM]	0%	u	-5%	i
COc1cc(NC(=S)NCC2CCCO2)c(OC)cc1Cl (configuration not stated)	8%	7%	6%	14%[46 µM]	12%	6%	-3%	i
O=C(Cn1ccc2ccccc2c1=O)NCC1COc2ccccc2O1 (configuration not stated)	-1%	7%	3%	-5%	u	1%	-2%	-5%
O=S(=O)(NCC(c1ccco1)N1CCN(c2ccccc2F)CC1)c1ccc(F)cc1 (configuration not stated)	-4%	-2%	-4%	u	5%	2%	-5%	-14%
O=C(Nc1ccccc1Sc1ccccc1)c1ccc(F)cc1	-1%	48%[activator]	-21%	-12%	5%	u	-3%	8%
CC(C)(C)c1nnc(N/N=C/c2ccccc2O)n(N)c1=O	-1%	2%	-71%[inhibitor]	u	28µM*	6%	-5%	-18%
c1ccc(-c2cc(N3CCOCC3)nc(-c3ccccc3)n2)cc1	-1%	-1%	-28%	4%	-16%	-9%	0%	-8%
O=C(CSc1nnc(C2COc3ccccc3O2)o1)N1CCCCC1 (configuration not stated)	-11%	3%	-7%	-3%	-1%	3%	-3%	-8%
O=C(Nc1nccs1)C1CC(=O)N(Cc2ccco2)C1 (configuration not stated)	-1%	-4%	-11%	u	-6%	u	2%	-10%
CN1CCC2(CC1)CCN(C(=O)c1ccncc1)CC2	x	-5%	15%	x	x	11%	x	i
Cc1cccc2cc(C(c3nnnn3C3CCCC3)N3CCOCC3)c(=O)[nH]c12 (configuration not stated)	-16%	1%	-15%	16%	u	u	0%	-1%
CCC(C)[C@@H](N)C(=O)N/N=C/c1ccc2ncccc2c1 (some centres not stated)	1%	7%	23%	-14%	1%	u	-1%	7%
CCOc1ccc(CN2CCN(Cc3cccn3-c3nccs3)CC2CCO)cc1 (configuration not stated)	0%	10%	x	x	-1%	x	-1%	-7%
COc1cc([N+](=O)[O-])ccc1NC(=O)COC(=O)c1ccc(NC(N)=O)cc1	-3%	3%	x	x	-10%	x	-3%	-6%
CCCOc1cccc(-c2cc(C(=O)NNC(=S)NCC)c3ccccc3n2)c1	-10%	11%	21%	u	-29%	u	-2%	i
CCOc1ccc(C(=O)CCC(=O)O)cc1	-3%	-1%	14%	3%	2%	-9%	3%	7%
FC(F)(F)c1cccc(Sc2cc(C(F)(F)F)nc(-c3ccccn3)n2)c1	x	-1%	-19%	u	12%	u	x	-5%

Full records, looked up by structure:
`FC(F)(F)c1cccc(Sc2cc(C(F)(F)F)nc(-c3ccccn3)n2)c1` as listed: TRb SRC2 PPI: x; GoLoco inh red: -1%; SMN2 splice enh: -19%; LMNA splice mod: u; KDM4E inh: 12%; ALDH1A1 inh: u; TexasRed fluor: x; RECQ1 inh: -5%
`O=C(Nc1ccccc1Sc1ccccc1)c1ccc(F)cc1` as listed: TRb SRC2 PPI: -1%; GoLoco inh red: 48%[activator]; SMN2 splice enh: -21%; LMNA splice mod: -12%; KDM4E inh: 5%; ALDH1A1 inh: u; TexasRed fluor: -3%; RECQ1 inh: 8%

Next records follow.
SMILES	TRb SRC2 PPI	GoLoco inh red	SMN2 splice enh	LMNA splice mod	KDM4E inh	ALDH1A1 inh	TexasRed fluor	RECQ1 inh
Nc1nonc1-n1nnc(C(=O)N/N=C/C=C/c2ccccc2)c1CSC1=NCCS1	-4%	4%	x	x	u	x	1%	-2%
Cc1ccc(-n2nc3c(c2NC(=O)c2ccc4c(c2)OCO4)CS(=O)C3)cc1 (configuration not stated)	-1%	4%	-9%	3%	5%	3%	-3%	-2%
Cc1c(C)c2cc(Cl)c(OCc3nn[nH]n3)cc2oc1=O	8%	x	x	7%	-1%	u	1%	-2%
CCc1sc(C(=O)NC2CCN(C)CC2)cc1Br	-26%	4%	2%	21%	0%	-13%	4%	0%
C[C@@H]1NC(=O)[C@H](CCCN=C(N)N)NC(=O)c2cc([N+](=O)[O-])cc(I)c2OCC[C@@H](C(=O)NC(CC(=O)O)C(N)=O)NC1=O (some centres not stated)	-1%	2%	0%	-2%	-10%	u	-2%	-2%
COc1cc2c(cc1OC)C(C)N(C(=O)c1cccs1)CC2 (configuration not stated)	0%	-15%	6%	x	4%	-1%	-1%	i
CC(=O)c1cc(CN2CCCCC2)cc(OC(C)C)c1	-4%	-4%	-10%	4%	-3%	u	-2%	7%
C=CCSc1ncc(C#N)c(N)n1	-17%	-8%	3%	1%	-2%	7%	-2%	-3%
CCNC(=O)c1sccc1-n1cccc1	2%	3%	-22%	8%	-2%	-9%	1%	-12%
CCOc1ccc(-c2nc(CCl)cs2)cc1OC	-4%	16%	-10%	x	u	u	-8%	-3%
O=C1c2ccccc2-c2c1cccc2C(=O)N1CCCCCC1	2%	-5%	12%	6%	1%	-11%	-1%	1%
CC(C)CN=C(NS(=O)(=O)c1ccccc1)C(Cl)(Cl)Cl	0%	-6%	4%	u	0%	-11%	-6%	1%
